Growth percent in the NCI-60 one-dose screen (48 h, 10 µM unless noted): 100 = growth as untreated, 0 = no growth, -100 = all killed.
HT29: HT29 colon cancer. 81,000 compounds, 7.4% hits. AID 1794748
HCT-15: HCT-15 colon cancer | AID 1794746 | 82,000 compounds, 5.2% hits
HCT-116: HCT-116 colon cancer. AID 1794798. 82,000 compounds, 7.3% hits
NCI-H322M: NCI-H322M lung cancer; 80,000 compounds, 2.7% hits
SW-620: SW-620 colon cancer; 82,000 compounds, 5.2% hits; AID 1794795
NCI-H460: NCI-H460 lung cancer; 82,000 compounds, 6.8% hits; AID 1794736
NCI-H226: NCI-H226 lung cancer; 79,000 compounds, 3.5% hits; AID 1794732
KM12: KM12 colon cancer cells; 82,000 compounds, 5% hits; AID 1794800
COLO 205: COLO 205 colon cancer | 79,000 compounds, 7.3% hits
The depositor's hits bear a star; x = not tested or not shown; & = joins results of further samples. Rule for the calls: active = growth percent below 10; inactive = the rest.

SMILES	HT29	HCT-15	HCT-116	NCI-H322M	SW-620	NCI-H460	NCI-H226	KM12	COLO 205
Nc1cc(Cl)ccc1[N+](=O)[O-]	103.6	100.4	102.5	97.6	x	103.4	108.6	103.4	112.1
Cn1cccc1-c1cc(-c2cccc(F)c2)c(C#N)c(=O)[nH]1	108.4	96.5	92.8	105.3	97.3	100.9	x	107.5	x
Cc1c(C)c([N+](=O)[O-])c(C(C)(C)C)c([N+](=O)[O-])c1C	105.8	97.2	93.8	106.0	95.5	101.3	106.0	105.4	99.3
O=S(=O)(O)c1cc(O)c2ccc(Nc3ccccc3)cc2c1	125.6&99.4&105.6	112.2&102.7&111.8	113.8&107.1&100.0	115.8&100.7&120.3	100.3&96.7&106.6	115.0&109.9&107.9	100.7&95.9&113.3	71.4&103.1&111.0	136.3&103.1&113.4
CC(O)C1CC1 (stereo not drawn)	93.4	100.5	93.2	119.7	95.7	102.6	100.9	97.9	105.9
COc1ccc2[nH]c(=O)c(CSc3ccc(Nc4nccc(-c5ccc(C(F)(F)F)cc5)n4)cc3)cc2c1	102.2	90.9	90.6	93.4	108.3	105.3	64.7	98.0	117.8
CS(=O)(=O)c1ccc(C(=O)N2N=C(c3ccccc3)CC2c2ccc(Cl)cc2)cc1 (stereo not drawn)	87.2	92.8	74.2	93.9	102.3	98.8	84.7	99.0	94.1
COCCn1cc(-c2nc(-c3ccsc3)cs2)c2cc(OC)ccc21	71.3	76.0	97.2	x	100.3	102.2	94.4	89.3	108.8
N#Cc1ccc(NC(=O)Nc2nc3ccc(OC(F)(F)F)cc3s2)cc1	-3.7*	0.6*	-3.8*	4.0*	13.6	-3.3*	12.7	10.5	-90.1*
COc1ccc(/C=N/N2C(=O)SC3(C2=O)C(c2ccc(OC)cc2)CN(C)C32C(=O)Nc3ccccc32)cc1 (stereo not drawn)	94.2	78.0	82.3	115.7	104.7	100.5	81.8	88.2	103.7
C[C@]12C=CC(=O)C=C1[C@@H](F)C[C@@H]1[C@@H]2[C@@H](O)C[C@@]2(C)[C@H]1CC[C@]2(O)C(=O)CO	103.0	108.2	105.3	113.0	x	x	90.6	100.1	105.7
CC(C)(C)OC(=O)NC1CCN(Cc2ccc3c(Cl)cc(Cl)c(O)c3n2)CC1	46.1	27.8	33.2	46.3	25.9	21.6	57.2	40.1	92.8
CCCCCCCCCCCCS(=O)(=O)CC(=O)O	123.7	103.0	100.0	102.7	106.3	112.0	99.8	105.5	120.2
Cc1ccc(/C=N/O)cc1	96.9	103.3	110.8	114.7	105.4	111.6	108.7	111.0	102.6
COc1ccc2cc(-c3nc4ccccc4[nH]3)c(=O)oc2c1	113.9	94.2	93.0	96.3	95.5	101.4	97.5	93.8	118.7
COc1ccc(-n2ncn(CCn3cnn(-c4ccc(OC)cc4)c3=O)c2=O)cc1	101.2	98.7	89.8	87.5	95.9	100.4	88.5	95.7	x
CCOC(=O)C1=C(c2c(O)[nH]c(C)c2C(=O)OCC)C(=O)N=C1C	113.5	100.9	109.4	97.2	108.6	104.9	105.7	103.9	114.2
NCC(=O)NCC(=O)OCc1ccccc1	102.1	98.5	108.3	100.9	101.5	103.3	96.7	102.4	101.0
COc1cc(C(=O)C[n+]2ccccc2)ccc1OC(C)=O	108.1	102.9	87.6	106.4	96.9	99.0	96.3	102.3	103.6
CN(C)CCC(=O)c1ccc(Cl)cc1	100.2&106.2	115.9&110.8	102.0&100.7	115.5&110.3	108.2&103.0	113.9&113.4	110.4&99.3	109.3&107.7	118.4&121.2
Cc1ccc(OC(=O)c2ccccc2)cc1	95.3	117.6	105.0	123.1	110.6	106.3	100.3	108.2	96.1
O=C1c2ccccc2C2N1CCCN2C(=O)c1sc2ccccc2c1Cl (stereo not drawn)	86.3	84.0	78.2	93.9	96.0	88.7	x	85.0	100.1
COc1ccc(/C=C/C(=O)c2ccc(NC(=O)CSc3nnc(-c4ccc(-c5nc6ccccc6[nH]5)cc4)o3)cc2)cc1OC	109.1	110.2	105.5	103.9	114.2	110.4	109.9	110.8	109.0
CCC(C(O)c1ccc(Cl)cc1)[N+](=O)[O-] (stereo not drawn)	104.6	96.4	102.5	90.3	112.8	105.1	100.8	95.6	102.2
NNc1nc(-c2cc3ccccc3oc2=O)cs1	101.2	99.6	95.7	98.0	104.4	108.7	86.1	93.4	111.2

Structures listed so far with a nitro group on carbon, in the order listed:
SMILES	HT29	HCT-15	HCT-116	NCI-H322M	SW-620	NCI-H460	NCI-H226	KM12	COLO 205
Nc1cc(Cl)ccc1[N+](=O)[O-]	103.6	100.4	102.5	97.6	x	103.4	108.6	103.4	112.1
Cc1c(C)c([N+](=O)[O-])c(C(C)(C)C)c([N+](=O)[O-])c1C	105.8	97.2	93.8	106.0	95.5	101.3	106.0	105.4	99.3
CCC(C(O)c1ccc(Cl)cc1)[N+](=O)[O-] (stereo not drawn)	104.6	96.4	102.5	90.3	112.8	105.1	100.8	95.6	102.2

In the list so far, 4 contain fluorine:
SMILES	HT29	HCT-15	HCT-116	NCI-H322M	SW-620	NCI-H460	NCI-H226	KM12	COLO 205
Cn1cccc1-c1cc(-c2cccc(F)c2)c(C#N)c(=O)[nH]1	108.4	96.5	92.8	105.3	97.3	100.9	x	107.5	x
COc1ccc2[nH]c(=O)c(CSc3ccc(Nc4nccc(-c5ccc(C(F)(F)F)cc5)n4)cc3)cc2c1	102.2	90.9	90.6	93.4	108.3	105.3	64.7	98.0	117.8
N#Cc1ccc(NC(=O)Nc2nc3ccc(OC(F)(F)F)cc3s2)cc1	-3.7*	0.6*	-3.8*	4.0*	13.6	-3.3*	12.7	10.5	-90.1*
C[C@]12C=CC(=O)C=C1[C@@H](F)C[C@@H]1[C@@H]2[C@@H](O)C[C@@]2(C)[C@H]1CC[C@]2(O)C(=O)CO	103.0	108.2	105.3	113.0	x	x	90.6	100.1	105.7

Later entries
SMILES	HT29	HCT-15	HCT-116	NCI-H322M	SW-620	NCI-H460	NCI-H226	KM12	COLO 205
O=C(Nc1ccc2c(c1)Cc1cc([N+](=O)[O-])ccc1-2)C(F)(F)F	99.1	98.8	92.5	106.1	93.8	90.6	89.9	88.5	110.1
O=[N+]([O-])c1ccc(N/N=C/c2ccco2)nc1	101.3	101.3	97.2	117.0	128.4	114.2	105.0	101.9	99.9
O=S1(=O)CC(O)C(Cl)C1 (stereo not drawn)	103.2	104.9	95.7	100.6	x	105.2	105.8	96.2	110.9
Cc1nc(Br)c(Br)n1Cc1ccccc1	99.4	99.5	99.6	108.2	103.8	96.5	91.0	107.1	93.8
Cc1nn(-c2ccc(F)cc2)c2ncnc(NN)c12	98.4	105.8	96.0	76.1	108.8	111.7	84.5	96.2	111.7
CN1CCN(Cc2ccc(NC(=O)c3cncc(C#Cc4c(N)ncc5ccccc45)c3)cc2C(F)(F)F)CC1	-70.1*	-71.7*	-96.5*	-37.0*	-71.3*	-71.5*	-11.8*	-65.2*	-90.4*
O=C1N(Cc2ccccc2)C(=O)C2(CC=CC2)C(=O)N1c1ccccc1	101.0	100.2	97.8	100.7	101.5	106.1	102.5	108.2	113.2
CC(C)=COC(=N)C(N)=O	114.9	101.9	96.9	93.5	108.3	95.0	91.3	113.3	104.2
OC(c1ccccc1)C(Cc1ccccc1)N1CCCCC1 (stereo not drawn)	81.8	107.1	86.4	97.1	101.8	105.8	102.0	103.2	96.2
OC(c1ccccc1)C(O)(c1ccccc1)c1ccc(Cl)cc1 (stereo not drawn)	93.9	96.5	100.4	113.8	106.9	101.5	99.3	90.7	120.8
Cc1ccc(NC(=O)/C=N/O)cc1	110.5	100.5	114.4	x	101.2	103.1	96.7	101.0	111.3
CN(c1ccccc1)S(=O)(=O)c1cccc(NC(=O)Cn2ccc(C(F)(F)F)n2)c1	95.8	111.6	93.1	148.2	106.3	110.3	100.8	122.4	88.2
CNC(=O)OCCOC1CCC2(C)C(CCC3C2CCC2(C)C(C(C)CCCC(C)C)CCC32)C1 (stereo not drawn)	105.5	95.0	98.3	99.5	101.6	102.1	93.3	108.2	118.3
COc1cc(C2=NN(C(C)=O)C(c3ccc(Oc4ccc(Br)cc4)cc3)C2)cc(OC)c1OC (stereo not drawn)	63.7	57.4	62.9	75.9	86.5	89.0	64.4	77.1	82.3
O=C(NNc1ccc([N+](=O)[O-])cn1)Nc1cccc2ccccc12	105.3	104.3	101.3	94.7	103.0	107.7	103.7	106.3	118.4
CCC(c1ccc(OC)cc1)C(CC)c1ccc(OC)cc1 (stereo not drawn)	82.8	103.1	82.0	115.0	90.1	99.9	111.6	96.1	106.3
O=c1oc2ccc(I)cc2c(=O)n1-c1ccc(Cl)cc1F	63.6	2.1*	7.4*	5.3*	11.7	3.6*	x	1.8*	52.1
COc1ccc(/C=C\c2cc(OC)c(OC)c(OC)c2)cc1OCC(=O)Nc1ccc2ncsc2c1	82.5	77.4	84.7	111.8	84.7	82.9	72.5	80.1	109.2
CCCCCCN1C(=O)CCC1=O	98.1	101.9	110.0	94.3	100.5	103.9	100.0	98.8	111.5
CCN1C(=O)/C(=C/C(=O)OC)S/C1=N\NS(=O)(=O)c1ccc(C)cc1	118.2	104.9	97.8	93.3	108.6	110.7	108.1	100.2	120.6
Brc1ccc2c(c1)sc1nc(-c3c[nH]c4ccccc34)c(Nc3ccccc3)n12	98.3	105.4	89.5	96.4	95.7	101.9	91.4	89.4	101.2
CCCCC1(CC)SCC(=O)NC1=O (stereo not drawn)	115.7	x	104.3	118.3	113.9	111.6	110.1	106.3	107.3
CSc1nc(N)c2c(n1)NC(c1ccccc1)C1CCc3ccccc3C1=N2 (stereo not drawn)	42.7	46.8	32.3	111.8	67.7	57.3	77.6	48.3	78.6
O=C(O)C(=O)c1ccccc1	103.4	101.2	90.6	101.7	106.7	111.2	113.6	107.0	108.3
COc1cc2cc(Sc3ccc(NC(=O)Nc4ccc(Cl)c(C(F)(F)F)c4)cc3)c(C)nc2cc1OC	97.8	103.3	92.2	x	102.9	100.1	96.9	93.7	108.9

The list goes on:
SMILES	HT29	HCT-15	HCT-116	NCI-H322M	SW-620	NCI-H460	NCI-H226	KM12	COLO 205
CC1CN(C(C)C)C(=S)NC1=O (stereo not drawn)	108.0	93.3	94.9	138.9	107.0	113.1	x	107.8	109.4
O=Cc1ccc(-c2ccc3c4c(cccc24)C(=O)N(N2C(=O)c4cccc5cccc(c45)C2=O)C3=O)cc1	105.4	99.3	98.7	100.9	101.5	105.1	101.2	x	108.0
CCNc1ncnc2c1cnn2C1CCCO1 (stereo not drawn)	119.3	106.0	100.5	109.4	100.2	105.3	94.2	99.1	105.3
NCC(=O)O	109.7&82.5	101.2&109.7	102.1&89.6	109.0&107.5	104.6	114.8&109.5	108.7&97.7	111.3&99.5	119.5&116.0
COc1cc(CNC(=O)/C=C/c2ccc3c(c2)OCO3)ccc1OCc1cn(-c2ccc(Br)cc2)nn1	105.8	86.6	72.1	75.1	x	104.8	68.3	94.8	117.5
COc1ccc(-c2cc(-c3nnc(SC/C(=N/O)c4ccccc4)o3)c3ccccc3n2)cc1	84.7	92.3	102.4	88.8	105.0	105.4	94.7	97.9	108.9
O=C(N/N=C/c1ccc(Cl)cc1Cl)c1ccc2nc(-c3ccc(Cl)cc3)[nH]c2c1	1.7*	4.7*	-1.9*	27.7	-28.3*	-33.6*	99.3	-29.1*	-23.9*
Cc1c2cccnc2c(C)c2c1c1cc(C(=O)O)ccc1n2C	84.0	67.5	52.7	63.9	51.2	61.8	67.4	73.8	83.5
Cn1c(/N=C/c2ccc([N+](=O)[O-])cc2)c(N)c(=O)n(C)c1=O	x	114.5	105.9	140.4	103.5	110.9	98.6	106.3	111.2
CCCC(=O)OCC(COC(=O)CCC)OC(=O)CCC	102.5	106.4	98.8	93.9	95.6	101.3	94.5	102.9	110.6
O=C(Oc1ccccc1)N(c1ccccc1)c1ccccc1	x	93.5	93.6	108.9	96.4	101.5	109.0	94.1	119.5
COc1ccc(NCc2cccn2Cc2ccc(Cl)cc2)cc1	103.9	88.1	88.6	93.7	98.4	103.6	95.7	98.8	120.1
CCN1C(=O)N(c2ccccc2)C2C1NN=c1s/c(=C3\C(=O)N(C(C)C)c4ccccc43)c(=O)n12 (stereo not drawn)	98.2	97.5	48.6	93.6	92.5	80.5	73.2	97.6	83.9
COc1ccc(-n2c(COc3ccc(F)cc3)n[nH]c2=S)cc1	102.7	113.6	101.4	96.8	104.0	110.3	101.0	109.8	115.9
COc1ccc(OC)c(-c2cn3nc(-c4cn(C)c5ccc(Br)cc45)sc3n2)c1	102.6	98.9	105.7	96.7	97.5	100.5	87.9	100.2	103.6
O=C(CN1CCN(Cc2ccccc2)CC1)Nc1nc(-c2cc3ccccc3oc2=O)cs1	103.6	101.0	104.8	98.0	98.9	97.1	86.6	100.5	111.6
COc1cc(C2=CC(c3ccc(C)cc3Br)N3C=CSC3=N2)cc(OC)c1OC (stereo not drawn)	105.7	95.2	103.7	111.0	106.3	105.5	103.3	106.7	114.0
CCc1c(-c2ccccc2)nc(N)nc1-c1nc(N)nc(-c2ccccc2)c1CC	106.1	100.8	105.5	102.1	98.7	100.8	100.9	103.4	111.7
CCOC(=O)CNc1ccc2c(c1)C(=O)c1ccccc1-2	105.2	106.8	107.4	96.6	105.8	103.7	95.6	98.9	114.8
CCCCCCCSc1nnc(-c2c(C)nc3ccc(Cl)cn23)o1	99.9	57.5	88.1	86.2	102.9	94.5	81.7	83.8	83.3
COc1ccc2cc([C@H](C)C(=O)N/N=C/c3ccc(C)cc3)ccc2c1	91.0	94.9	98.2	93.3	x	89.5	86.7	95.4	104.3
CCOc1c(B(O)O)cccc1-c1nc2ccc3[nH]ncc3c2c2c1CCCC2	78.7	48.4	34.8	108.5	38.3	42.1	54.3	32.2	48.6
O=c1[nH]c(=O)n(C2CC(O)C(CO)O2)cc1Cl (stereo not drawn)	81.7&95.0	77.2&85.1	85.7&75.6	89.9&108.1	85.4&84.6	92.1&93.6	92.1&71.5	89.6&99.0	86.3&106.6

High-throughput results (PubChem)
